GSH fluor: GSH bead compound fluorescence profile; hit rate 0.25% among 190,000; fluorescence (KMESF) at 10 µM; GSH beads flow cytometry, compound fluorescence 488/530 nm; hits give high values; in the data active = fluorescence above about 89;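 also: glutathione beads carrying GST-tagged Bcl family fusion proteins plus one bare bead set; values are compound well signal with DMSO vehicle wells as background; inactives centre near 16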
Bfl-1 Bim block: inhibitors of Bim-Bfl-1 interaction, human | Bead-based flow cytometry, Bim-Bfl-1 binding inhibition | hit rate 0.12% among 190,000 | inhibition, % at 10 µM | AID 1008;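 also: 0% = wells without compound plus tracer and 100% = blocker peptide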
Bcl-B Bim block: human Bim-Bcl-B interaction inhibition; AID 951; inhibition, % at 10 µM; hit rate 0.073% among 190,000; Q9HD36; bead-based flow cytometry, Bim peptide-Bcl-B binding;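 also: 0% = tracer peptide without compound and 100% = reference inhibitor peptide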
Target sequence (Q9HD36 whole entry, looked up): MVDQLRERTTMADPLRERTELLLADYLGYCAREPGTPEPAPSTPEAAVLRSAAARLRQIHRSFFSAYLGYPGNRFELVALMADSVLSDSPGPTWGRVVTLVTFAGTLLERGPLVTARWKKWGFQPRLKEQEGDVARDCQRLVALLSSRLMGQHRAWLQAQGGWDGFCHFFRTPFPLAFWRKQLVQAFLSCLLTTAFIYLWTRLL
RGS4-Gao reg: human RGS4-Galphao interaction regulation | Multiplexed bead flow cytometry, RGS4-Galphao binding; actives lie on both sides | P09471 | hit rate 0.33% among 220,000 | binding response (% of control), % at 10 µM; in the data active = binding response below about 49% or above about 150%; inactive = in between;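 also: fluorescent Galphao activated with aluminum fluoride binding bead-coupled RGS4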
Target sequence (P09471 whole entry, looked up): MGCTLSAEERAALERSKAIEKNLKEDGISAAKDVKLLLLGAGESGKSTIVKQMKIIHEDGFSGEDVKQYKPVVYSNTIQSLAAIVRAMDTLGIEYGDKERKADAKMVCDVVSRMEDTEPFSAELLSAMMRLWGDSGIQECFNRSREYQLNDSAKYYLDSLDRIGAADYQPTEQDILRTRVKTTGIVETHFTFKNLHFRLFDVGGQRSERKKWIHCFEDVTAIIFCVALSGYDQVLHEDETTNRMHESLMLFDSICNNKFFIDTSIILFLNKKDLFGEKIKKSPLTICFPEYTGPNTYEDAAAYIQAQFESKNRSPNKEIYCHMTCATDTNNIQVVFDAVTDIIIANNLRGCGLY
Avidin fluor: avidin bead compound fluorescence profile | Avidin beads, compound fluorescence 488/530 nm, flow cytometry; hits give high values | fluorescence (KMESF) at 10 µM | hit rate 0.38% among 220,000 | AID 1775; in the data active = fluorescence above about 47; also: inactives centre near 10
Bcl-2 Bim block: disrupts Bim peptide binding to human Bcl-2 | Bead-based flow cytometry, Bim peptide-Bcl-2 binding | inhibition, % at 10 µM | hit rate 0.06% among 190,000 | AID 950; in the data active = inhibition above about 40%; inconclusive = no clear call, values can overlap the other calls;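 also: 0% = no compound wells with probe peptide and 100% = reference peptide inhibitor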
Bcl-XL Bim block: disrupts Bim peptide binding to human Bcl-XL; Q07817; bead flow cytometry, fluorescence; inhibition, % at 10 µM; hit rate 0.04% among 190,000; AID 1007
Target sequence (Q07817 whole entry, looked up): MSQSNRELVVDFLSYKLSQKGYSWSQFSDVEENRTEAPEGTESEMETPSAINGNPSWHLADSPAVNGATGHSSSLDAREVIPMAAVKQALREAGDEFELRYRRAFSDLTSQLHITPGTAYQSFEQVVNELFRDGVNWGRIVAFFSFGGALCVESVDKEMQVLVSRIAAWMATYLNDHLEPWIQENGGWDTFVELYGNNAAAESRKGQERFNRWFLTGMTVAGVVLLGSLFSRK
ABCG2 block: inhibitors of human ABCG2 transporter, ABCB1 counter-screen; Q9UNQ0; IgMXP3 cells, JC-1 efflux, flow cytometry; inhibition, % at 6.6 µM; hit rate 0.1% among 190,000; AID 1325;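 active = inhibition above 80%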;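 also: 0% = DMSO and 100% = nicardipine control wells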
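Test system: IgMXP3 cells (ABCG2) mixed with DDAO far-red-labelled CCRF-Adr cells (ABCB1). Reagent: JC-1 transporter substrate. Compound dosing: single test compound dose, 6.6 µM final. Times: 10 min compound exposure, 25 °C. Detection: flow cytometry of retained JC-1 fluorescence. Read-out basis: efflux inhibition in percent versus controls. Controls: nicardipine and DMSO wells.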
ABCB1 block: inhibitors of human ABCB1 transporter, ABCG2 counter-screen | AID 1326 | CCRF-Adr cells, JC-1 efflux, flow cytometry | hit rate 0.067% among 190,000 | P08183 | inhibition, % at 6.6 µM; in the data active = inhibition above about 40%;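 also: 0% = vehicle and 100% = reference inhibitor; higher value means more JC-1 retained so stronger ABCB1 efflux block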
RGS7-Gao: modulates binding of RGS7 to human Galphao; P09471; hit rate 0.35% among 220,000; binding response (% of control), % at 10 µM; AID 1439; Multiplexed bead flow cytometry; actives lie on both sides; in the data active = binding response below about 49% or above about 150%; inconclusive = no clear call, values can overlap the other calls; inactive = in between;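 also: fluorescent Galphao held in activated GDP-AlF4 state binding bead-coupled RGS7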
Bim-Bcl-W: human Bim-Bcl-W interaction inhibition; Q92843; bead-based flow cytometry, Bim peptide-Bcl-W binding; inhibition, % at 10 µM; hit rate 0.02% among 190,000; AID 952;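 also: 0% = bound tracer without compound and 100% = peptide blocker; higher means less fluorescent Bim peptide bound to Bcl-W beads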
Target sequence (Q92843 whole entry, looked up): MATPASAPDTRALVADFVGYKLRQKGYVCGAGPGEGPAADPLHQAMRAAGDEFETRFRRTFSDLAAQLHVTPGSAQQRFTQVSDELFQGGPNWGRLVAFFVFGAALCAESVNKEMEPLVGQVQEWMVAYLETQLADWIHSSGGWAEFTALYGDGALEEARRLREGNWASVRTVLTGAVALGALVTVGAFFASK
* marks the source's active call; other numbers are inactive results; u = inconclusive. Rule as the data show it, unless noted: active = inhibition above about 40%.

SMILES	GSH fluor	Bfl-1 Bim block	Bcl-B Bim block	RGS4-Gao reg	Avidin fluor	Bcl-2 Bim block	Bcl-XL Bim block	ABCG2 block	ABCB1 block	RGS7-Gao	Bim-Bcl-W
Cc1cc(-c2ccc(NC(=O)[C@@H]3CCCC[C@@H]3C(=O)O)c(C)c2)ccc1NC(=O)[C@@H]1CCCC[C@@H]1C(=O)O	19	3	9	101	10	4	7	16	1.0	u	3
Nc1cccc2c1C(=O)N(C(=O)/C=C/c1ccc(F)cc1)C2=O	10	15	-10	99	9	1	-3	9	0.8	u	1
Cc1ccc(C(=O)NCC(=O)OCC(=O)c2ccc3c(c2)NC(=O)CO3)cc1C	12	-2	-1	102	10	-4	-4	9	0.0	99	-4
COc1ccc(Cl)cc1NC(=S)NNC(=O)c1cccnc1	10	-2	-27	103	12	-6	-5	1	-0.5	101	-6
COc1ccc(C)cc1NS(=O)(=O)c1ccc(Br)s1	25	-9	-5	97	6	-3	0	0	-0.1	96	4
CC1(C)CC(=O)C2=C(C1)NC(Nc1nc3ccccc3o1)=NC2c1ccccn1 (stereo unspecified)	15	-6	-8	101	15	-6	-7	10	4.4	107	-6
CC(Oc1ccc(Cl)cc1Cl)C(=O)NCCN1CCOCC1 (stereo unspecified)	61	-13	-5	101	8	-3	0	5	1.0	101	7
CSC1=C(C#N)C(c2ccc3c(c2)OCO3)C2=C(CCCC2=O)N1 (stereo unspecified)	14	6	-3	102	19	-1	-5	3	0.8	107	-1
O=C(OC1CCOC1=O)c1cc(-c2cccc(Br)c2)nc2ccccc12 (stereo unspecified)	10	2	-1	103	7	3	4	23	0.8	99	6
O=C(NC1=NCCS1)c1cccc(N2C(=O)c3ccccc3C2=O)c1	12	-2	0	102	7	3	-2	8	0.2	99	0
COc1ccc(NC(=O)C(=O)NCCCO)cc1Cl	19	7	-3	103	9	12	-3	2	0.2	98	-1
CCONC(=NC)c1nonc1N	7	-2	-1	100	3	0	-1	0	0.0	101	-3
COc1ccc(S(=O)(=O)N2CCCCC2)cc1NS(=O)(=O)c1cc(Cl)ccc1Cl	7	0	1	100	1	0	0	-6	-1.3	99	1
C=CCn1c(CNc2ccc(C)cc2)nnc1SCC(=O)N/N=C/c1ccc(O)cc1O	22	-20	-4	96	10	-9	-8	-1	-0.7	98	-3
N/C(=N\OC(=O)CCCN1C(=O)c2ccccc2C1=O)c1ccccn1	10	-6	-1	97	9	-2	0	1	0.5	90	0
COc1ccc(C2=CC(c3cc(OC)c(OC)c(OC)c3)NC(=S)N2)cc1 (stereo unspecified)	4	-3	-13	97	9	-7	-2	0	0.1	98	3
CCN(C(=O)CSc1nnc(-c2ccc(F)cc2)c2ccccc12)C1CCS(=O)(=O)C1 (stereo unspecified)	17	-4	-5	101	10	0	0	-1	-1.2	100	0
CC(C(=O)NC1CCCC1)N(Cc1ccco1)C(=O)c1snc(C(=O)NC2CCCC2)c1N (stereo unspecified)	17	-5	-3	87	27	-4	-3	5	1.7	91	-2
CC(=O)c1cc2c(cc1N/C(=N/S(=O)(=O)c1ccc(Br)cc1)c1ccccc1)OCO2	14	-3	-4	93	5	3	1	11	1.7	91	-3
CC1(C)CC(=O)C(C=NCCN2CCN(C(=O)c3ccc(Br)cc3)CC2)=C(O)C1	19	4	-1	93	4	6	-8	3	0.7	93	-2
O=C(CCSCc1cccc(Cl)c1)NCCc1ccccc1	17	-16	-7	99	18	-9	-6	3	0.2	99	-3
NC1=NC(c2cn(-c3ccccc3)nc2-c2cccs2)n2c(nc3ccccc32)N1 (stereo unspecified)	29	-12	-10	99	5	-10	9	0	-1.6	100	-2
CC(=O)N1CCC(C(=O)Nc2ccccc2)(N(Cc2ccccc2)C(=O)c2cccnc2)CC1	267*	-13	-2	102	8	-1	-7	0	0.1	100	0
CC(=O)Nc1ccc(S(=O)(=O)Nc2nc3c(s2)CCCC3)cc1	31	-9	-11	97	14	-8	-4	1	0.5	96	0
CCOC(=O)c1ccc(NC(=O)c2ccc(NC(=O)c3ccccc3)cc2)cc1	42	-9	-5	100	4	-6	-2	1	0.3	102	2

Next part:
SMILES	GSH fluor	Bfl-1 Bim block	Bcl-B Bim block	RGS4-Gao reg	Avidin fluor	Bcl-2 Bim block	Bcl-XL Bim block	ABCG2 block	ABCB1 block	RGS7-Gao	Bim-Bcl-W
Cc1csc2ncc(C(=O)NCc3ccco3)c(=O)n12	17	-1	3	104	20	5	-1	28	-0.2	104	-1
S=C1NC[C@H](Cc2ccccc2)N1CCCCC1CCCCC1	20	-2	-4	99	4	0	-1	2	0.9	90	1
Cc1c(Cl)cccc1NC(=O)CSc1ncnc2c1cnn2CCc1ccccc1	65	-11	-5	100	11	-1	4	5	1.1	99	2
CCCC(=O)n1nc(-c2ccco2)nc1SCc1ccccc1	19	-1	-2	97	4	-13	-4	2	0.1	102	-1
O=C(NCC1CCCO1)C1CC(=O)N(C2CCCC2)C1 (stereo unspecified)	4	-13	-4	96	8	-3	-3	1	0.1	93	2
Cc1ccnc(NC(=O)Nc2ccc(F)cc2)c1	16	-1	1	100	38	-1	-2	1	0.2	96	0
CCOc1ccc(Nc2nc3c(c(=O)[nH]2)CCCC3)cc1	12	0	0	99	34	-1	-3	2	0.1	98	-1
Oc1oc(-c2ccc(Br)cc2)nc1/C=N/c1ccccn1	11	-5	-5	110	16	-5	-3	1	0.5	107	-4
COc1cc(/C=C/C(=O)c2ccc(O)cc2)ccc1OCC#N	7	-1	-8	102	3	-5	-8	-1	-1.0	100	-1
COc1ccccc1N1CCN(C(c2ccccc2)c2nnnn2CCc2ccccc2)CC1 (stereo unspecified)	18	1	-4	101	22	-6	-11	1	1.1	101	-4
Cc1cccc(C(C)C)c1-n1nnnc1-c1ccccc1	22	-2	-4	101	35	-4	-1	2	0.2	98	-3
CN(C)c1nc(OCCNC(=O)Nc2ccccc2)nc(N(C)C)n1	28	-15	-5	102	11	-10	1	8	1.3	99	0
O=C(Nc1ccc2nc(C3CC3)n(Cc3ccc(F)cc3)c(=O)c2c1)c1ccco1	46	-12	-11	102	6	-10	-2	0	0.7	99	0
CC(C)CC(=O)Nc1nc2ccc(S(=O)(=O)N3CCOCC3)cc2s1	33	-15	-13	98	15	-6	-9	8	0.8	101	-4
COC(=O)c1sccc1NC(=O)CN(C)NS(=O)(=O)c1ccc(F)cc1	13	0	2	100	38	4	0	1	0.2	97	1
CCNC(=O)/N=C1/NC(=O)C(C(C)C)O1 (stereo unspecified)	14	0	0	104	29	-2	-1	1	0.6	104	0
COc1ccc(C)cc1NC(=O)c1ccccc1NS(=O)(=O)c1ccc(Cl)s1	16	-3	3	99	9	-4	-1	28	1.3	u	1
C#CCOCCOCCOCCNc1nc(N2CCN(C(=O)[C@H](CCCCN)n3cc([C@@H](N)CC(C)C)nn3)CC2)nc(N2CCN(C(=O)[C@H](Cc3cc4ccccc4[nH]3)n3cc([C@@H](N)Cc4ccc(O)cc4)nn3)CC2)n1	18	-2	-2	110	6	4	0	2	0.0	109	1
O=C(CCC(=O)NC1CCCCCC1)Nc1nnc(C(F)(F)F)s1	5	0	2	103	5	1	-1	3	0.3	100	-1
CCCCCCCOc1ccc(-c2ccc(C#N)cn2)cc1	4	0	-7	95	13	0	-4	19	0.2	93	-2
C=CCc1c(C)nc(-c2ccccc2)nc1Nc1ccc(O)cc1	13	0	0	99	6	-1	-3	3	0.2	98	0
O=C(N/N=C/c1ccncc1)c1cc2c(ccc3ccccc32)o1	12	-3	-4	90	16	-4	-3	1	0.5	98	19
Cc1nc([N+](=O)[O-])c(C(=O)OCc2ccccc2C#N)n1C	10	-3	0	102	13	0	-1	11	0.3	103	1
COc1ccc(CCNC(=O)Cn2nc(C(=O)O)c3ccccc3c2=O)cc1OC	10	6	5	102	9	6	1	0	-0.1	u	3
CCCCCCCCC/C(=N\O)c1ccccn1	12	-3	-2	101	36	-4	-5	1	0.2	98	-1

An excerpt from above in order of SMILES length, high to low:
SMILES	GSH fluor	Bfl-1 Bim block	Bcl-B Bim block	RGS4-Gao reg	Avidin fluor	Bcl-2 Bim block	Bcl-XL Bim block	ABCG2 block	ABCB1 block	RGS7-Gao	Bim-Bcl-W
COc1ccc(C)cc1NC(=O)c1ccccc1NS(=O)(=O)c1ccc(Cl)s1	16	-3	3	99	9	-4	-1	28	1.3	u	1
CN(C)c1nc(OCCNC(=O)Nc2ccccc2)nc(N(C)C)n1	28	-15	-5	102	11	-10	1	8	1.3	99	0
O=C(NCC1CCCO1)C1CC(=O)N(C2CCCC2)C1 (stereo unspecified)	4	-13	-4	96	8	-3	-3	1	0.1	93	2

Continued:
SMILES	GSH fluor	Bfl-1 Bim block	Bcl-B Bim block	RGS4-Gao reg	Avidin fluor	Bcl-2 Bim block	Bcl-XL Bim block	ABCG2 block	ABCB1 block	RGS7-Gao	Bim-Bcl-W
Cc1noc(C)c1CSc1nnc(-c2ccncc2)n1-c1cccc(Cl)c1C	29	-8	-6	103	21	-2	-6	10	1.9	101	-3
CC(=O)c1c(C)nc2ccc(C)cc2c1-c1ccccc1	13	-5	-1	99	10	0	0	1	0.5	98	-5
Nc1nc2n(n1)C(c1ccccc1)CC(c1ccc(F)cc1)N2 (stereo unspecified)	27	-4	-4	104	10	-3	-3	0	0.0	108	-3
CC(C)CNC(=O)Nc1ccccc1F	17	-5	-4	100	9	-1	-1	13	1.6	u	-1
O=C(NCC(=O)N(c1cccnc1)C(C(=O)NC1CCCC1)c1cccs1)c1cccs1 (stereo unspecified)	21	-3	-3	100	12	-3	-1	2	0.4	97	3
COc1cc(O)c2c(=O)c3c(OC)c(O)ccc3oc2c1	17	-1	-8	100	10	-3	-2	26	0.5	100	0
Cc1cc(Cl)c(S(=O)(=O)N/N=C/c2ccc3c(c2)OCO3)c(Cl)c1	15	0	0	97	7	-1	-4	2	0.1	95	2
Cc1ccc2nc(SCC(=O)Nc3cc(C(C)(C)C)nn3-c3ccccc3)[nH]c2c1	11	-4	-2	100	11	-5	-4	5	0.4	105	-5
COc1ccc(C(CNC(=O)Cn2[nH]c(=O)c3ccccc3c2=O)N2CCCC2)cc1 (stereo unspecified)	28	-16	-10	95	11	-11	-5	4	0.2	91	0
CC1CCCCN1C(=O)C1CC(c2ccc(F)cc2)=NO1 (stereo unspecified)	22	1	0	106	36	0	-2	0	0.1	105	-2
O=C(/C=C/c1cccs1)Nc1ccncc1	4	0	-3	99	14	-1	-6	-1	0.1	97	-4
Cc1cc(N2CCCC(C(=O)Nc3cccc(Cl)c3)C2)n2ncnc2n1 (stereo unspecified)	10	-5	-1	101	13	0	0	7	1.1	104	0
COc1ccc2[nH]c(=O)c(CN(Cc3ccccc3)C(=S)NCC3CCCO3)cc2c1 (stereo unspecified)	12	-8	-6	98	18	-3	-2	6	1.0	108	0
Cc1cc(C)c[n+](-c2nc3ccccc3nc2[N-]S(=O)(=O)c2ccc(Cl)cc2)c1	18	-18	-10	104	7	-4	-5	6	1.0	103	-2
C=CCn1c(C)cc(C(=O)COC(=O)/C=C/c2cccc(OC)c2)c1C	13	-8	-9	105	9	-5	-3	0	-0.2	104	-4

Source: PubChem BioAssay
